# SIAE primary – inhibitors of human sialic acid acetylesterase SIAE; Q9HAT2; SIAE FP-Rh probe binding, fluorescence polarization; inhibition, % at 9.66 µM; hit rate 0.69% among 370,000;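 active = inhibition above a cutoff: mean of compounds within the control limits plus 3 SD of those, cut at about 17% in these data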;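 note: 0% = plate median of compound wells and 100% = probe without SIAE protein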
# ABHD4 inh – inhibitors of mouse ABHD4 | purified mABHD4, FP-Rh probe fluorescence polarization | inhibition, % at 8.92 µM | hit rate 0.54% among 370,000;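 active = inhibition exceeding the mean over every tested compound plus 3 SD, cut at about 30% in these data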;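 note: 0% = plate median of compound wells and 100% = S159A mutant with DMSO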
# Target sequence (Q8VD66 whole entry, looked up): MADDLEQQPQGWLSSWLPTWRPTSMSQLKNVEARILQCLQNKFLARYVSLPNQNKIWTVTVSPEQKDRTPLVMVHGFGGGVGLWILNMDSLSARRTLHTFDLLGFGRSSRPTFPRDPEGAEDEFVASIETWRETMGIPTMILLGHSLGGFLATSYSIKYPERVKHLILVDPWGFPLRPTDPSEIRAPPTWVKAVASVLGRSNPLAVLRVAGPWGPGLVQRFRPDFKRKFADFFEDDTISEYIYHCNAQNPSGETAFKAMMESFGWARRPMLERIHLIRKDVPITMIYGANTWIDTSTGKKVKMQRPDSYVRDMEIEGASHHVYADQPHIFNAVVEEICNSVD
#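 Doses – 8.92 µM, single dose · Material – wild-type mouse ABHD4 protein · Replication – single well per compound (singlicate) · Measure – percent inhibition of probe binding, normalized to plate controls · Schedule – 45 min compound pre-incubation plus 60 min probe step, 25 °C · Detection – fluorescence polarization with parallel and perpendicular emission, 525/598 nm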
# PG9 binder – PG9 antibody binding by small molecule; TR-FRET gp120-PG9 antibody binding; inhibition, % at 6.7 µM; hit rate 0.43% among 360,000; in the data active = inhibition above about 8.5%
# TDP2 absorb – blocks human TDP2 phosphodiesterase activity | recombinant TDP2, T5PNP hydrolysis, p-nitrophenol absorbance 415 nm | inhibition, % at 12.8 µM | hit rate 0.34% among 370,000 | AID 720702;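 active = inhibition above the mean of all tested compounds plus 3 SD, set per campaign, cut at about 25% in these data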;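 note: 0% = DMSO with enzyme and 100% = buffer with substrate but no TDP2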
# Target sequence (O95551 whole entry, looked up): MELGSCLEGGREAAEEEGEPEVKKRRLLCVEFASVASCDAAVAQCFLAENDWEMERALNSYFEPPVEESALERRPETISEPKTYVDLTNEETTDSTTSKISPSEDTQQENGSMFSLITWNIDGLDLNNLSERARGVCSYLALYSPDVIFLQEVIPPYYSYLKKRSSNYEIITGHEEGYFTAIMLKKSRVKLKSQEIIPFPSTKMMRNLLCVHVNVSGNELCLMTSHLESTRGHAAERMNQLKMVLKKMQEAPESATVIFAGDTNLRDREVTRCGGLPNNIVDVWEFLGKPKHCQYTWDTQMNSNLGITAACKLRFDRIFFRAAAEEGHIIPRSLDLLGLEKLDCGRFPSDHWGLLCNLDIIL
#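 System – recombinant human TDP2 · Quantity – TDP2 enzyme at 120 nM final · Doses – single concentration, 12.8 µM nominal, with 1% DMSO · Incubation – 2 h at 37 °C · Measured by – epi absorbance of p-nitrophenol freed from T5PNP by hydrolysis · Read-out – % inhibition relative to enzyme-containing and enzyme-free wells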
# NR1D1 modulator – Rev-erb alpha (human) modulation; P20393; Rev-erbα–FITC-DNA binding, fluorescence polarization, 90 min; activity, % at 10 µM; hit rate 0.79% among 370,000; AID 1259318;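 active = activity above about 14%, limit read from the data; passing the limit was not always enough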;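 note: 0% = DMSO wells with 35 nM protein and 100% = DMSO wells with 750 nM protein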
# TCR CD3 inh – human TCR-CD3 binding inhibition; inhibition, % at 9.4 µM; hit rate 0.37% among 360,000; TAMRA-labeled TCR probe fluorescence, biochemical; in the data active = inhibition above about 19%;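 note: recombinant mutant TCR 2C K166C tagged with TAMRA read by polarization; 0% = receptor in buffer alone and 100% = receptor with positive control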
# LEDGF integ inh – blocks HIV-1 LEDGF/p75-dependent DNA integration; TR-FRET IN-LEDGF/p75 DNA integration, Eu/Cy5; inhibition, % at 3.7 µM; hit rate 0.64% among 370,000; AID 743269;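 active = inhibition above the screen-wide mean plus 3 SD, cut at about 13% in these data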;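 note: signal is the Cy5 over europium emission ratio at 671 and 618 nm; 0% = plate median of compound wells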
# PRMT1 inh – blocks human protein arginine methyltransferase 1 | inhibition, % at 2.79 µM | hit rate 1.3% among 370,000 | recombinant PRMT1, activity-based probe fluorescence polarization | Q99873;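 active = inhibition above about 21% made by adding two undisclosed values, limit read from the data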
# HTRA1 inhibitor – inhibitors of human serine peptidase HTRA1 | Q92743 | recombinant HTRA1, FP-rhodamine activity-based probe, fluorescence polarization | inhibition, % at 5.96 µM | hit rate 0.5% among 340,000; in the data active = inhibition above about 36%;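 note: 0% = enzyme with DMSO and 100% = wells lacking enzyme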
# rCAG RNA binder – r(CAG) repeat RNA binding. AID 651821. inhibition, % at 3 µM. hit rate 1.3% among 370,000. TO-PRO-1 dye displacement fluorescence;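 active = inhibition above the plate cutoff, the mean of all test compounds on that plate plus 3 SD, cut at about 35% in these data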;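 note: 0% = DMSO alone and 100% = 100 µM mitoxantrone as full dye displacement; higher means more dye released from RNA so lower well fluorescence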
# An asterisk follows results filed as active; . = no result given. Not all compounds are listed (hit frequency here may not be typical).
SMILES,SIAE primary,ABHD4 inh,PG9 binder,TDP2 absorb,NR1D1 modulator,TCR CD3 inh,LEDGF integ inh,PRMT1 inh,HTRA1 inhibitor,rCAG RNA binder
COc1ccc(-n2c(SCCC(=O)O)nnc2-c2ccncc2)cc1,-2,-2,-1.5,9,-3,-3,0,-2,-5,-3
NC(=O)C1CCN(C(=O)COc2ccc3c4c(c(=O)oc3c2)CCC4)CC1,-11,2,0.4,0,-3,5,2,-2,3,-1
O=[N+]([O-])c1ccc(OCC(O)CNCCNc2nccc(C(F)(F)F)n2)cc1 (stereo not given),3,-3,-0.3,9,-1,-3,-1,-1,-5,-4
CN1CCN(c2ccccc2NC(=O)COc2ccc(C3CCCCC3)cc2)CC1,5,11,-1.8,4,-5,7,3,-5,-7,-3
COc1ccccc1CCNC(=O)COc1cccc2c1OC(C)(C)C2,-4,-6,-1.5,-2,5,4,1,-2,0,-11
O=C(Cn1nc(-c2ccc(F)cc2)ccc1=O)Nc1ccc2c(c1)OCCO2,5,3,-1.7,16,4,6,1,2,1,-1
Cc1ccc(C(=O)Cn2nnc3ccccc32)cc1[N+](=O)[O-],-5,-8,-0.6,-12,4,1,0,2,-4,2
COC(CN(C)C(=O)c1ccc2c(c1)NC(=O)c1ccccc1S2)OC,-4,-4,-2.0,-17,0,2,5,0,-3,1
CCCCn1c(N)c(N(Cc2ccccc2OC)C(=O)CSCC(=O)Nc2cccc(C)c2)c(=O)[nH]c1=O,3,4,-0.8,5,-8,-6,-4,2,4,-6
Cc1ccsc1C(=O)Nc1nc2ccccc2[nH]1,2,-7,-1.7,-12,0,-7,8,-4,-7,5
Cc1ccc(S(=O)(=O)N2CCC(CN3C(=O)c4cccc5cccc(c45)C3=O)CC2)cc1,-4,1,-0.6,4,4,0,3,0,-15,0
CC(=O)Nc1ccc2nc(NC(=O)c3ccc([N+](=O)[O-])o3)sc2c1,-13,4,-1.8,-4,0,-5,-3,6,5,4
COCCCNC(c1ccccc1)c1ccncc1 (stereo not given),5,-1,-0.7,13,-3,5,1,1,-2,-2
Cc1cccc(C)c1-n1nnnc1C1(C)CCC(=O)N1Cc1cccc(C(F)(F)F)c1 (stereo not given),1,3,-0.3,7,-1,-3,1,-2,.,-1
COC(=O)c1sccc1NC(=O)c1c(C)c(-c2cccc(Cl)c2)nc2ccccc12,-3,-2,-2.5,0,3,2,-1,-4,4,2
COc1ccccc1NC(=O)C(C)OC(=O)CN1C(=O)C2CC=CCC2C1=O (stereo not given),1,-2,-0.3,2,-7,4,1,-1,1,-1
Cc1nnc(SCC(=O)Nc2nccs2)n(N)c1=O,-4,3,0.1,3,3,-2,-4,-1,8,1
Cc1cccc(OCC(=O)Nc2ccccc2N2CCCC2)c1C,6,1,-0.6,-1,-2,-4,2,-1,-13,-1
CCOC(=O)c1c(NC(=O)CSc2nc3c(c(=O)n(C)c(=O)n3C)n2C(C)C)sc(C)c1C,4,-4,-0.6,6,-3,3,-4,2,-1,-3
Cc1nc2ccccc2c2c1CC(C(C)(Cl)Br)O2 (stereo not given),-4,2,0.2,-10,4,-3,-3,2,-4,-4
O=C(Cc1ccccc1)NC(=S)Nc1ccc(OC(F)F)cc1,-10,-12,-1.1,-2,1,10,-1,-3,-23,10
Nc1ccc(-c2cc(-c3cccc(N)c3)nc(-c3ccccc3)n2)cc1,3,24,-0.2,-11,-6,-1,4,-3,4,15
O=c1c2c(n3cnnc3n1-c1ccccc1)-c1ccccc1CC21CCCC1,2,10,0.4,-3,4,0,-5,3,-2,8
CN1CCN(C(c2cccc(Cl)c2)c2ccccc2Cl)CC1 (stereo not given),4,13,-2.2,-7,6,-4,4,2,-4,-4
Cc1ccc(NC(=S)N(CCCN2CCOCC2)Cc2ccco2)cc1C,11,3,2.9,13,4,4,4,-2,1,-4

# Whole records, quoted from the list:
# Shown for `COC(CN(C)C(=O)c1ccc2c(c1)NC(=O)c1ccccc1S2)OC` → SIAE primary = -4; ABHD4 inh = -4; PG9 binder = -2.0; TDP2 absorb = -17; NR1D1 modulator = 0; TCR CD3 inh = 2; LEDGF integ inh = 5; PRMT1 inh = 0; HTRA1 inhibitor = -3; rCAG RNA binder = 1
# Shown for `CN1CCN(C(c2cccc(Cl)c2)c2ccccc2Cl)CC1` (stereo not given) → SIAE primary = 4; ABHD4 inh = 13; PG9 binder = -2.2; TDP2 absorb = -7; NR1D1 modulator = 6; TCR CD3 inh = -4; LEDGF integ inh = 4; PRMT1 inh = 2; HTRA1 inhibitor = -4; rCAG RNA binder = -4

# (cont.)
SMILES,SIAE primary,ABHD4 inh,PG9 binder,TDP2 absorb,NR1D1 modulator,TCR CD3 inh,LEDGF integ inh,PRMT1 inh,HTRA1 inhibitor,rCAG RNA binder
Cc1cc(C)cc(C(=O)NC2C(=O)N3C(C(=O)O)=C(CSc4nnc(C)s4)CSC23)c1 (stereo not given),0,10,-1.0,0,-7,7,6,40*,-13,27
CCN(C(=O)Cn1cc(C(C)=O)c2ccccc21)c1ccccc1,-5,-1,-1.4,-10,3,-13,-8,1,3,-5
O=S(=O)([N-]c1nc2ccccc2nc1-n1cc[n+](Cc2ccccc2)c1)c1ccc(Cl)cc1,2,4,42*,-5,42*,-1,0,7,.,0
COC(=O)C(=O)C/C(=N/Nc1ncnc2ccccc12)c1ccc(Cl)cc1,-2,-8,-0.5,1,-1,-3,1,4,9,32
O=c1[nH]nc(-c2ccc(NCCO)c([N+](=O)[O-])c2)c2ccccc12,-3,1,-1.5,6,8,-1,-1,0,-1,2
Cc1cnnc2ccc3c(no[n+]3[O-])c12,2,8,-2.0,13,5,-1,0,-2,3,-1
C=CCC(CC=C)(NC(=O)c1ccccc1C)c1ccccc1,-7,-12,-1.1,-12,8,-6,-1,-1,-1,1
CC1C(=O)Nc2ccccc2N1C(=O)c1ccccc1 (stereo not given),-2,-2,-1.4,-11,2,-3,-9,0,0,-2
O=S(=O)(c1ccc(Cl)cc1Br)N1CCCCC1,0,-4,0.5,-10,1,2,0,0,-8,-4
O=P(O)(CCc1ccccc1)CN1CCCCC1,1,-2,-1.2,1,2,-1,3,-1,-6,0
Cc1ccccc1NC(=O)c1ccccc1-c1ccccc1,5,-6,0.3,4,7,2,2,0,3,0
COc1ccc(-c2nn3c(-c4ccccc4)nnc3s2)cc1OC,-10,0,2.2,7,4,2,-2,1,-2,4
O=C(O)Cc1ccc(C(=O)c2cccs2)s1,1,3,0.3,6,-2,5,4,1,-5,9
COc1cc(/C=C/C(=O)OCC(=O)Nc2ccc(C)c(S(=O)(=O)N3CCCCC3)c2)ccc1O,11,-18,-0.2,-2,-8,4,-1,1,-23,17
CN(CC(=O)Nc1ccccc1Br)C(=O)CNC(=O)c1ccc2c(c1)OCO2,5,-6,-2.4,-5,7,-4,3,-2,2,-1
CN1C(=O)/C(=C/c2cccc(Cl)c2)Sc2ccc(C(=O)N3CCCC3)cc21,-5,-5,0.1,4,-5,15,-3,-4,.,-1
COC(=O)c1ccsc1NC(=O)CSc1nnnn1Cc1ccccc1,-6,3,-0.1,-4,2,8,2,-3,-4,-1
C/C(O)=C(\C#N)c1nnc2n1CCCCC2,4,3,2.6,-1,0,-2,0,-1,9,1
COc1ccc(CNC(=O)CSc2nnnn2-c2ccccc2)cc1,-2,2,-0.4,2,-4,2,1,-1,-3,-5
COc1ccc2oc(C(=O)OCC(=O)Nc3ccc(N4CCOCC4)cc3)c(C)c2c1,3,5,3.8,11,-3,2,-2,0,2,4
CCOc1ccc(NC(=O)c2cccnc2C(=O)O)cc1,-3,-1,2.5,-7,-5,1,1,7,14,-1
Cc1ccc(C(c2c(C)[nH][nH]c2=O)c2c(C)[nH][nH]c2=O)cc1,4,4,-1.2,33*,4,9,3,-2,3,3
O=C1CCC/C1=c1\s/c(=C\c2cccnc2)c(=O)n1-c1ccccc1,-4,8,-0.7,3,-4,-7,0,1,-1,3
COc1ccccc1CNC(=O)C(CC(C)C)NC(=O)C1CCC(C)CC1 (stereo not given),13,7,-0.3,-3,-3,-1,-3,-1,8,-2
CC[C@]12c3[nH]c4cc(CCC(=O)N(C)C)ccc4c3CCN1C(=O)[C@@H](CC(=O)NCCCn1ccnc1)C[C@@H]2C(=O)N1CCN(C(=O)C2CC2)CC1,-1,-4,-1.1,5,2,10,2,2,1,-1
COc1cc(OC)c(NC(=O)CCNS(=O)(=O)c2cc(Br)cnc2N)cc1Cl,0,-8,1.6,5,0,-9,2,4,-6,5
COc1cccc(-c2nc(N3CC(C)CC(C)C3)c3ccccc3n2)c1O (stereo not given),4,-10,-1.2,3,-1,-4,0,1,0,2

# Already shown: an excerpt of the list.
SMILES,SIAE primary,ABHD4 inh,PG9 binder,TDP2 absorb,NR1D1 modulator,TCR CD3 inh,LEDGF integ inh,PRMT1 inh,HTRA1 inhibitor,rCAG RNA binder
COc1cc(/C=C/C(=O)OCC(=O)Nc2ccc(C)c(S(=O)(=O)N3CCCCC3)c2)ccc1O,11,-18,-0.2,-2,-8,4,-1,1,-23,17
CN(CC(=O)Nc1ccccc1Br)C(=O)CNC(=O)c1ccc2c(c1)OCO2,5,-6,-2.4,-5,7,-4,3,-2,2,-1
CN1C(=O)/C(=C/c2cccc(Cl)c2)Sc2ccc(C(=O)N3CCCC3)cc21,-5,-5,0.1,4,-5,15,-3,-4,.,-1
COC(=O)c1ccsc1NC(=O)CSc1nnnn1Cc1ccccc1,-6,3,-0.1,-4,2,8,2,-3,-4,-1
C/C(O)=C(\C#N)c1nnc2n1CCCCC2,4,3,2.6,-1,0,-2,0,-1,9,1
